HCT116 PTEN-null: growth suppressors of cells with PTEN tumor suppressor deletion. HCT116 PTEN-null viability, CellTiter-Glo, 60 h; active compounds read low. hit rate 1.2% among 140,000. AID 827. viability, % at 10 µM;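 active = viability at or below a set limit, 4 SD under the median of all tested compounds, cut at about 3.7% in these data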;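 note: PTEN knockout HCT116 line with beta catenin targeted HCT116 as companion control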
Yeast lifespan up: extends the lifespan of yeast; S. cerevisiae growth with nicotinamide, OD615; deaD strain in restrictive glucose medium; inhibition of the nicotinamide effect, % at 10 µM; hit rate 0.68% among 130,000; AID 775;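 active = inhibition above a set limit, placed 3 SD over the median of all compounds, cut at about 26% in these data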;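 note: 0% = nicotinamide-treated wells and 100% = cells grown without nicotinamide; some compounds called inactive have numbers as strong as hits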
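Test system – modified budding yeast, DeaD strain · Compound – single dose 10 µM compound, 0.25% DMSO · Times – culture preincubation 4 h, compound exposure 48 h, both 30 °C · Detection – optical density (absorbance) at 615 nm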
MRP1 act: MRP-1 activation; hit rate 0.61% among 140,000; H69AR cells + doxorubicin, viability rescue, CellTiter-Glo; AID 799; viability increase, % at 10 µM;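 active = viability gain under doxorubicin at or above a set limit, the compound median plus 3 SD, cut at about 4.7% in these data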;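 note: MRP-1 overexpressing cells given doxorubicin 25 µM after compound pretreatment; 18-22 h compound pretreatment then 72 h with doxorubicin before readout; 0% = doxorubicin-only wells and 100% = vehicle-treated cells without doxorubicin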
Phagocyt inh: blocks phagocytosis by macrophages | J774A.1 macrophage IgG-bead phagocytosis, imaging | inhibition, % at 5 µM | hit rate 0.07% among 110,000;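 active = inhibition above the mean of the plate negative controls plus 5 SD, cut at about 13% in these data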;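 note: phagocytic index as fraction of beads internalized from green versus red external bead signal; plate controls were DMSO negative control for no effect and cytochalasin-D positive control for full effect; some results beyond the cut were filed as inactive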
E-sel TNF inh: blocks E-selectin expression induced by TNF alpha. HUVEC TNFa-induced E-selectin immunofluorescence, high content. inhibition, % at 2 µM. hit rate 0.71% among 120,000;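 active = inhibition above the batch mean plus 3 SD, and confirmed as a hit on visual image review, cut at about 43% in these data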;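 note: 0% = TNF-stimulated DMSO wells and 100% = unstimulated control wells; not every result past the cut was called active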
Measles CPE: protection of cells from measles virus | Measles virus-infected cells, CPE protection, absorbance | hit rate 1.5% among 140,000 | AID 841 | protection (pct of control), % at 4 µM; in the data active = protection mostly above about 24%, no sharp cut-off; inactive = mostly below about 26%; note: some compounds called inactive have numbers as strong as hits
GALR2 antag: blocks the human galanin receptor 2; O43603; GALR2-expressing cells, antagonist mode; inhibition, % at 4 µM; hit rate 0.39% among 140,000; AID 828; in the data active = inhibition above about 27%;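 note: cells stimulated with galanin 1-16 at roughly its EC80; 0% = agonist challenge control and 100% = basal control without agonist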
Target sequence (O43603 whole entry, looked up): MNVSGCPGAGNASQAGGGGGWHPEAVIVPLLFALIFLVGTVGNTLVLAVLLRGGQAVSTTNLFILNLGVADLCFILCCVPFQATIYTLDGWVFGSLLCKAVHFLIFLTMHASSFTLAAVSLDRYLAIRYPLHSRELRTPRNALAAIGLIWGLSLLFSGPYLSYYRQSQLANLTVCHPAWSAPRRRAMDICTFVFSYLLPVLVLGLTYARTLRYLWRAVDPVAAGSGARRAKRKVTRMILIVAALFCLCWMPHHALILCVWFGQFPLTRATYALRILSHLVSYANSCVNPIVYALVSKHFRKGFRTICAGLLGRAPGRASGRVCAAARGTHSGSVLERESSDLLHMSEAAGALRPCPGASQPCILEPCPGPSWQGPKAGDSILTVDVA
bCat KO growth: beta-catenin-lacking colon tumor cell growth suppression. hit rate 1.5% among 140,000. AID 818. HCT116 beta-catenin knockout viability, CellTiter-Glo, 60 h; active compounds read low. viability, % at 10 µM;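 active = viability at or under a set limit, the compound median less 4 SD, cut at about 6% in these data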;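 note: 0% = Hyamine 1622 control at 20 µM and 100% = untreated cell control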
Yeast growth inh: chemicals that inhibit yeast BB579 growth in restrictive medium (lifespan-shortening candidates); inhibition, % at 10 µM; hit rate 0.51% among 140,000; AID 804; S. cerevisiae BB579 growth, OD615, 48 h;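 active = inhibition above a set limit, 3 SD over the mean compound inhibition, cut at about 44% in these data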; note: inactives centre near -24
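Test system: Saccharomyces cerevisiae DeaD strain BB579, replicative lifespan model yeast | Buffer or medium: Restrictive CSMM-D medium | Doses: One dose, 10 µM compound with 0.25% DMSO | Incubation: 48 h exposure, 30 °C | Detection: Culture absorbance at 615 nm | Control set: Amphotericin B at 10 µg/mL as positive control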
NPY-Y2 antag: NPY-Y2 (human) receptor antagonism. P49146. NPY-Y2 expressing cells, antagonist mode. inhibition, % at 2.7 µM. hit rate 0.99% among 140,000. AID 793; in the data active = inhibition above about 17%;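 note: 0% = vehicle with agonist challenge and 100% = reference antagonist with challenge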
Target sequence (P49146 whole entry, looked up): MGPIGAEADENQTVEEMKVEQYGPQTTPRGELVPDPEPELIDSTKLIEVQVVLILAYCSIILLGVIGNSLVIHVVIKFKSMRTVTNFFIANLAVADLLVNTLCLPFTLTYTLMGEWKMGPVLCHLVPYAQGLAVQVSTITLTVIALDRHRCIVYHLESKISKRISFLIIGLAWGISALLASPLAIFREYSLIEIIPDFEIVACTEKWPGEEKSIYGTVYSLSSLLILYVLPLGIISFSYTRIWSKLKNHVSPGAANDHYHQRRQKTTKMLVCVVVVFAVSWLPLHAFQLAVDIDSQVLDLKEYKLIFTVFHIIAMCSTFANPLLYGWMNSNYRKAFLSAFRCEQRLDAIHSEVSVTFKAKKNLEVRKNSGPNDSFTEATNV
Active calls of the source: *; / = not tested or not shown.

| Structure | Phagocyt inh | Yeast growth inh | GALR2 antag | Measles CPE | Yeast lifespan up | NPY-Y2 antag | HCT116 PTEN-null | E-sel TNF inh | MRP1 act | bCat KO growth |
| --- | --- | --- | --- | --- | --- | --- | --- | --- | --- | --- |
| O=C(NCCCn1ccnc1)c1cc(C(=O)C2CC2)c[nH]1 | 0 | 0 | 7 | 11 | -2 | 2 | 89 | -13 | 1.1 | 91 |
| COCc1[nH]nc2c1C(c1ccc(OC)cc1)C(C#N)=C(N)O2 (stereo not given) | 0 | -17 | -3 | 12 | 3 | 1 | 109 | -7 | -0.8 | 97 |
| CCOC(=O)N/N=C/c1ccc(N2CCOCC2)s1 | -4 | -10 | 2 | 6 | 2 | -1 | 103 | / | 2.2 | 92 |
| CCCOc1ccc2ccccc2c1/C=N/n1c(C)nnc1-n1nc(C)cc1C | 4 | -2 | 12 | 6 | -9 | 26* | 22 | 30 | -5.3 | 23 |
| O=C(Cn1c(=O)sc2ccccc21)Nc1ccccc1 | -1 | -23 | -6 | 9 | -14 | 2 | 90 | / | -2.6 | 92 |
| CO/N=C(\Cn1ncc(N2CCCC2)c(Cl)c1=O)c1ccc(Cl)cc1 | -3 | -34 | -10 | 6 | 10 | 5 | 97 | 1 | -1.6 | 89 |
| CN1CCOCCOCCN(C)C1=O | 0 | 9 | -7 | 10 | -8 | 1 | 94 | -16 | -0.6 | 98 |
| CCOc1cc(C(N)=O)cc(Br)c1OCC | / | -17 | -6 | 33 | -10 | 4 | 103 | -6 | -4.2 | 97 |
| Cc1onc(-c2ccccc2Cl)c1C(=O)NCC1CCCO1 (stereo not given) | 1 | -6 | -9 | 14 | -17 | 2 | 99 | -8 | -2.9 | 108 |
| CCOc1cc(-c2cc(-c3ccc(N)cc3)nc(N)c2C#N)ccc1O | 0 | -6 | 8 | 0 | -35 | 0 | 43 | 6 | -3.7 | 39 |
| Oc1c(CN2CCOCC2)cc(COCc2ccccc2)c2cccnc12 | -4 | 18 | 9 | 3 | -3 | -2 | 2.8* | / | -5.2 | 3.7* |
| CC(C)Oc1ccccc1C1CC(=O)Nc2cc3c(cc21)OCCO3 (stereo not given) | 4 | -83 | -9 | 10 | -6 | 10 | 20 | -8 | -2.8 | 14 |
| O=C(NNc1cc(N2CCOCC2)nc(N2CCOCC2)n1)c1ccc(Cl)c(Cl)c1 | -8 | 7 | 1 | 14 | -3 | 0 | 88 | 11 | -2.1 | 85 |
| COC(=O)c1[nH]c2ccccc2c1NC(=O)CN1CC(C)OC(C)C1 (stereo not given) | 2 | -15 | 6 | 0 | -8 | 1 | 100 | -29 | -3.1 | 92 |
| O=C(/C=C/c1ccccc1Cl)Nc1cccc(S(=O)(=O)NC2=NCCCCC2)c1 | -2 | -28 | 17 | 12 | 0 | 1 | 69 | / | -1.4 | 76 |
| Cc1cccc(OCCCC(=O)Nc2ccc3c(c2)OCO3)c1 | -1 | -38 | -6 | 3 | -27 | 13 | 104 | 11 | -2.9 | 84 |
| CCc1nnc(NC(=O)c2nc3nc(C)cc(C)n3n2)s1 | 5 | 14 | 16 | 7 | -5 | -3 | 98 | -12 | 2.7 | 95 |
| Cc1cccc(CN2CCN(CC(=O)NCc3cccs3)C2=O)c1 | 1 | -26 | -3 | 8 | -6 | 2 | 81 | 6 | -0.5 | 92 |
| CC(=O)NC(CCS(C)(=O)=O)C(=O)Nc1cccc(C(C)=O)c1 (stereo not given) | 1 | -77 | -2 | 2 | -8 | 1 | 112 | 8 | 0.3 | 107 |
| COC(=O)c1ccc(-c2ccc(Cl)cc2)nc1C | -2 | -52 | -2 | 5 | -6 | 7 | 97 | / | 0.8 | 97 |
| CCn1c(COc2ccc(C)cc2)nnc1SCC(=O)Nc1ccc(S(N)(=O)=O)cc1 | 0 | -8 | 5 | 17 | -3 | 3 | 93 | / | -2.2 | 88 |
| CCCCn1c(SCC(=O)N2CCCC2)nc2c1c(=O)n(C)c(=O)n2C | / | -22 | -4 | 29 | 16 | 3 | 88 | 40 | -2.4 | 87 |
| CCOc1ccc(N(CC(=O)NCc2ccco2)S(C)(=O)=O)cc1 | / | -15 | -1 | 4 | -24 | 3 | 90 | -16 | -3.6 | 81 |
| COc1ccc(C)cc1NC(=O)c1cc2c(CO)cnc(C)c2oc1=N | / | -32 | -2 | 15 | -1 | 0 | 87 | -31 | -1.4 | 86 |
| CCOC(=O)c1c(C)oc2c1c(C=NCc1ccccn1)c(O)c1ccccc12 | 2 | -59 | 6 | 18 | 31* | 4 | 5 | -44 | -6.2 | 18 |
| CCCC(=O)Nc1cc(C)c(NC(=O)Cc2ccccc2)cn1 | -1 | -32 | -6 | 6 | -5 | 1 | 100 | 2 | 1.2 | 98 |
| CCCCC(CC)C(=O)Nc1ccc(C#N)cc1 (stereo not given) | -1 | -55 | 8 | 5 | -8 | 4 | 86 | -1 | -0.7 | 91 |
| c1ccc(-c2csc(Nc3ccc4c(c3)OCCO4)n2)cc1 | -1 | -57 | 3 | 28 | -15 | 1 | 81 | -22 | -4.2 | 89 |
| C=CCNC(=O)CSc1nnc(-c2ccccc2Cl)n1-c1c(C)n(C)n(-c2ccccc2)c1=O | -1 | -28 | -5 | 17 | -8 | 3 | 93 | -7 | -0.7 | 98 |
| CCOc1nc(NCCO)nc(Nc2ccc([N+](=O)[O-])cc2)n1 | -10 | -12 | 11 | 25 | -1 | 1 | 94 | / | -0.7 | 97 |
| CC(/C=N/NC(=O)c1cc(-c2cccs2)[nH]n1)=C\c1ccccc1 | / | -45 | -6 | 3 | 4 | 14 | 92 | 25 | -0.6 | 92 |
| CC(C)(C)C(=O)Cn1ncc(N2CCCC2)c(Br)c1=O | / | -49 | 1 | 3 | -3 | 1 | 100 | 2 | -3.0 | 91 |
| O=C(C1CCCCC1)N1CCN(C(=O)C2CCCCC2)CC1 | 2 | 7 | 18 | 17 | -16 | 3 | 90 | 1 | -2.2 | 90 |
| CCn1c(SCc2c(Cl)cccc2Cl)nnc1-c1nn(-c2ccccc2)ccc1=O | / | -4 | -8 | 21 | -12 | 2 | 86 | -5 | -4.0 | 98 |
| Cc1ccccc1CNC(=O)c1ccccc1 | / | -12 | -4 | 18 | -3 | 0 | 94 | 4 | -2.0 | 98 |
| Cc1nnc(NC(=O)Cc2ccc(OCc3c(C)noc3C)cc2)s1 | -1 | -65 | -9 | 2 | -10 | 0 | 91 | / | -1.1 | 79 |
| CCCOc1ccc(N)cc1N | -1 | -53 | -1 | 10 | -8 | 3 | 81 | -14 | 2.1 | 94 |
| Cc1ccc(N/N=C2\COC(C)(C)CC2=O)cc1 | -12 | 1 | 8 | 13 | -5 | 1 | 101 | / | 3.8 | 98 |
| CCOC(=O)CNC(=O)CSc1nc(NCc2ccccc2)nc(N(C)C)n1 | -1 | -32 | 1 | 10 | -8 | 2 | 104 | 13 | 0.2 | 95 |
| CCCNC1CCS(=O)(=O)C1 (stereo not given) | -2 | -33 | 7 | 16 | -13 | 1 | 102 | -5 | -3.0 | 101 |
| O=c1c2cnn(-c3ccc(F)cc3)c2ncn1Cc1ccccc1 | / | -20 | 12 | 16 | / | 3 | 86 | 0 | -2.0 | 80 |
| O=C(N/N=C/c1ccccc1)c1sccc1OCc1ccc(F)cc1 | -3 | -19 | -2 | 3 | -26 | 20* | 66 | -83 | -3.2 | 73 |
| O=C(CC1COc2ccccc2O1)Nc1ccccn1 (stereo not given) | -1 | -15 | -5 | 3 | -18 | 4 | 108 | 11 | 0.0 | 106 |
| CCC(=O)c1cn(CC(=O)OC)c2ccccc12 | -1 | 21 | -13 | 17 | -13 | 0 | 103 | 10 | -1.8 | 98 |
| Cc1cc(C)n(-c2ccc(C(=O)Nc3ccc(S(=O)(=O)NCc4ccco4)cc3)cc2)n1 | -4 | -43 | 17 | 13 | -7 | 1 | 17 | -18 | -4.6 | 14 |
| O=C(CN1C(=O)C2CCCN2c2ncc(Cl)cc21)NCc1ccc2c(c1)OCO2 (stereo not given) | 1 | -5 | 4 | 2 | -2 | 8 | 83 | 22 | -1.5 | 84 |
| CC(=O)NC(CC(C)C)C(=O)NC(Cc1ccccc1)C(N)=O (stereo not given) | 0 | -45 | -11 | 2 | 0 | 1 | 112 | -8 | -0.5 | 97 |
| CC1Cn2c(COc3ccccc3)nnc2S1 (stereo not given) | / | -31 | 7 | 19 | -1 | 2 | 106 | / | -2.2 | 95 |
| CN1/C(=C\C(=O)Nc2ccc(Cl)cc2)C(C)(C)c2ccccc21 | -1 | 4 | -1 | 21 | -7 | 0 | 98 | / | 0.3 | 103 |
| CC(C)NC(=S)Nc1cccc2cnccc12 | -4 | -23 | 8 | 13 | 6 | 1 | 87 | / | -2.3 | 85 |
| O=C(NCc1cn2ccccc2n1)c1ccccc1 | 0 | -31 | 3 | 6 | -10 | -3 | 91 | 2 | -1.0 | 97 |
| O=[N+]([O-])c1cc(C(F)(F)F)c(Cl)cc1N1CCN(CCO)CC1 | -6 | -10 | -6 | 21 | -3 | 1 | 91 | -10 | -1.1 | 94 |
| Cc1cc(O)cc(O[C@H]2OC(CO)[C@H](O)[C@@H](O)[C@H]2O)c1 (stereo not given in full) | / | -47 | -2 | 2 | 3 | -1 | 99 | / | 0.1 | 107 |
| COc1cc(NC(=S)NC(=O)c2ccccc2F)ccc1NC(=O)c1ccco1 | -2 | -19 | -11 | 8 | 4 | 1 | 95 | / | -2.6 | 83 |
| Cc1ccc(S(=O)(=O)N2CN(Cc3ccco3)c3nc4ccccc4nc32)cc1 | -5 | -2 | -8 | 2 | 3 | 3 | 77 | 42 | -2.6 | 85 |
| COc1ccc(C2SCCN2C(=S)Nc2cccc(Cl)c2)cc1 (stereo not given) | -7 | -4 | -1 | 7 | -6 | 3 | 86 | / | -2.8 | 88 |
| COc1ccc(C(CCNCc2ccc(F)cc2)c2ccc(F)cc2)cc1 (stereo not given) | 11 | -33 | -9 | 6 | 13 | 11 | 1.2* | / | -4.9 | 1.2* |
| CCCc1nc2ccccc2c(=O)n1NC(=O)c1c(O)c2ccccc2[nH]c1=O | 2 | -2 | 2 | 7 | 17 | 1 | 102 | / | -4.0 | 106 |
| Cc1ccc(SCC(=O)NC(=O)Nc2ccc3c(c2)OCCO3)c(C)c1 | -12 | -23 | -2 | 9 | -1 | 8 | 107 | -4 | -0.5 | 98 |
| Cn1sc(NC(=O)c2cccc(Cl)c2)nc1=O | 0 | -19 | -6 | 5 | -25 | -2 | 82 | 6 | -1.5 | 66 |
| CCOC(=O)Cn1c(=N)n(CCOc2ccc3ccccc3c2)c2ccccc21 | -2 | -28 | -12 | 6 | -2 | 15 | 94 | 13 | -2.7 | 98 |
| Cc1ccc(S(=O)(=O)N(C(=O)c2ccncc2)c2ccc3oc4c(c3c2)CCCC4)cc1[N+](=O)[O-] | 3 | -39 | -7 | 6 | 4 | 16 | 88 | / | 0.8 | 100 |
